# Rin1-Abl PPI inh – inhibitors of Rin1-Abl protein binding, primary screen, biochemical, TR-FRET. inhibition, % at 7.35 µM. 360,000 tested, 0.4% active; in the data active means inhibition above about 5%, passing the limit was not always enough
# eLon inh – inhibitors of E. coli Lon protease, primary screen, biochemical, fluorescence polarization; inhibition, % at 7.94 µM; purified E. coli Lon protease; 360,000 tested, 0.42% active; in the data active means inhibition above about 13%, passing the limit was not always enough;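 further: 0% = enzyme with probe and DMSO and 100% = no enzyme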
# Target sequence (P0A9M0 whole entry, looked up): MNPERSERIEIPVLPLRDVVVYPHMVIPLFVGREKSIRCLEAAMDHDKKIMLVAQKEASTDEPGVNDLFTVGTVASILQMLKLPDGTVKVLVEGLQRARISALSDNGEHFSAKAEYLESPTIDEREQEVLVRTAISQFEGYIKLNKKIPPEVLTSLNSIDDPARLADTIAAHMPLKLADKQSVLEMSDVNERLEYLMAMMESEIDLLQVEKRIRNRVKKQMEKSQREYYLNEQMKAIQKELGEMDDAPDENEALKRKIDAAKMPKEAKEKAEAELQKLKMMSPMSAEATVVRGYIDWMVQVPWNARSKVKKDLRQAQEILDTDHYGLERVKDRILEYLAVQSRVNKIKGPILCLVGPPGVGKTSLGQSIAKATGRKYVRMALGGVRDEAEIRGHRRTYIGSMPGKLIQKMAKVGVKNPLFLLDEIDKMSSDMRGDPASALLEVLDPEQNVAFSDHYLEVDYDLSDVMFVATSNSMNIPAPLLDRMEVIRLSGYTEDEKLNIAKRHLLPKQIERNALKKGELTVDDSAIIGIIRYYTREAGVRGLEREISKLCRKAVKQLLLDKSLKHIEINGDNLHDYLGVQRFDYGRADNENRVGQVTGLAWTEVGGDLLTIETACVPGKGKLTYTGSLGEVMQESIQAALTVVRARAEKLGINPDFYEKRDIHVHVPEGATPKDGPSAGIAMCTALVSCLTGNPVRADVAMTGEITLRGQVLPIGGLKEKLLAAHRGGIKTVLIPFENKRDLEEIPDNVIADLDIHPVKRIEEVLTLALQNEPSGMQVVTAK
# MT1-MMP act inh – blockers of MT1-MMP proenzyme processing, primary screen, HT1080 RFP-PRO-GFP cells, GFP/RFP fluorescence; Matrix metalloproteinase-14 (Homo sapiens), P50281; GFP/RFP ratio fluorescence, overnight; percent of plate control window, DMSO zero; GFP/RFP ratio change, % at 20 µM; 360,000 tested, 0.061% active; AID 651647, 2012;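 active means GFP/RFP ratio change of at least 30% with cell ATP level not reduced by more than half and red fluorescence within 50% of control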; further: strong numbers were not always called active
#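 Compound: 20 µM single dose, 1% DMSO / System: HT1080 RFP-PRO-GFP cells / Controls: DMSO and RFP-L50D-GFP cell wells / Read-out basis: GFP/RFP fluorescence ratio / Schedule: overnight compound exposure at 37 °C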
# bovine MsrA act – bovine MsrA enzyme activators, primary screen, biochemical, absorbance, HTS; Methionine sulfoxide reductase A (Bos taurus); 360,000 tested, 0.3% active; purified bovine MsrA, absorbance read-out; activation, % at 10.6 µM; in the data active means activation above about 7.5%;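 further: 0% = vehicle and 100% = reference activator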
# Rpn11 inh – Rpn11 (PSMD14) deubiquitinase inhibitors, primary screen, biochemical, fluorescence polarization, uHTS; 26S proteasome non-ATPase regulatory subunit 14 (Homo sapiens), O00487; human 26S proteasome, Ub4-pepOG fluorescence polarization; 20S core pre-blocked with epoxomicin; calls only at 20 µM; 360,000 tested, 0.59% active;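 active means inhibition at 20 µM, scaled to each plate's controls, above about 33%, limit read from the data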
# Target sequence (O00487 whole entry, looked up): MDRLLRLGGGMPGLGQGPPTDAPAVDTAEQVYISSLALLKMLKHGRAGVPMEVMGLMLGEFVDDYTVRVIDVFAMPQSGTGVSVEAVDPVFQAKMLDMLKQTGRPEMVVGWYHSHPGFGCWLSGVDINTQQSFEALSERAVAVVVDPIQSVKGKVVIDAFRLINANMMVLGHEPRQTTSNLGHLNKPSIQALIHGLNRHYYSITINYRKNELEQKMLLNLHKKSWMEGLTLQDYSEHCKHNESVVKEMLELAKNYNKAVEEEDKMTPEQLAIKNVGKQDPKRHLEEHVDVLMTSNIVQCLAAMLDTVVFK
# FAS TE block – FAS thioesterase domain inhibitors, primary screen, biochemical, fluorescence intensity, uHTS. AID 602261, 2012. recombinant FAS-TE, OMFH fluorogenic substrate, fluorescence endpoint. Fatty acid synthase (Homo sapiens), P49327. inhibition, % at 15 µM. 360,000 tested, 0.67% active;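 active means compounds whose normalised, plate-corrected inhibition of enzyme fluorescence in the single-dose primary screen is 50% or more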;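 further: 0% = DMSO with enzyme and 100% = substrate without enzyme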
# PABP1 MLLE inh – inhibitors of PABP1 MLLE–PAM2 peptide binding, primary screen, biochemical, fluorescence polarization, FITC-PAM2, GST-MLLE; 360,000 tested, 0.36% active; inhibition, % at 20 µM; Polyadenylate-binding protein 1 (Homo sapiens), P11940; AID 588489, 2011; in the data active means inhibition above about 35%, passing the limit was not always enough;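 further: plate controls were DMSO wells with GST-MLLE for no effect and wells lacking GST-MLLE protein for full effect; some results filed as inactive read as strong as hits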
# MsrA inh – bovine MsrA enzyme inhibitors, primary screen, biochemical, absorbance, HTS; Methionine sulfoxide reductase A (Bos taurus); 360,000 tested, 0.75% active; inhibition, % at 15.5 µM; purified bovine MsrA, absorbance read-out; in the data active means inhibition above about 4.5%;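 further: 0% = vehicle wells with enzyme and 100% = reference inhibitor wells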
# CSN deneddyl inh – inhibitors of CSN-mediated cullin deneddylation, primary screen, biochemical, fluorescence polarization, uHTS; AID 651999, 2013; Purified CSN, SCF-Nedd8-OG deneddylation; 360,000 tested, 0.38% active; COP9 signalosome complex subunit 5 (Homo sapiens), Q92905; inhibition, % at 12.5 µM;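 active means pattern-corrected inhibition above about 35%, with an unprinted fluorescence ratio check between 0.5 and 1.5, limit read from the data, passing the limit was not always enough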;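 further: 0% = enzyme with substrate and 100% = substrate without enzyme; some results filed as inactive read as strong as hits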
#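 Material: purified human Csn5 enzyme expressed in HEK293T cells / Medium: Tris buffer pH 7.5, NaCl, DTT, Tween-20, trehalose, ovalbumin / Compound dosing: 12.5 µM single point / Schedule: 90 min incubation of compound, enzyme and substrate at room temperature / Signal: fluorescence polarization of the substrate / Control set: no-enzyme wells high, enzyme-with-substrate wells low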
# * hit, by the source's call; i = inactive; nt = not tested or not shown; + = active, no number.
item	compound	Rin1-Abl PPI inh	eLon inh	MT1-MMP act inh	bovine MsrA act	Rpn11 inh
1	O=C(CN1CCN(S(=O)(=O)c2ccc(F)c(Cl)c2)CC1)N1CCNC1=O	1	-4	3	-4	i
2	C[C@@H]1CN([C@H](C)CO)C(=O)CCCn2nncc2CO[C@H]1CN(C)S(=O)(=O)c1ccc(-n2cccn2)cc1	0	6	1	-2	i
3	O=C(CSc1ccsc1[N+](=O)[O-])Nc1cc(F)ccc1F	0	-9	-12	-11	i
4	O=C1c2ccncc2C(=O)N1Cc1cccc(Cl)c1	-4	3	-1	-9	i
5	CC(Oc1ccccc1F)c1nnc(SCC(=O)N(c2ccccc2)C2CCS(=O)(=O)C2)o1 (centres undefined)	3	-8	4	0	i
6	Cc1noc(NC(=O)c2ccc(Cl)c(Cl)c2)c1Cl	0	10	-1	-8	i
7	NC(=S)NN=C1CCSCC1	4	3	-4	-12	i
8	CC1CCC(C(=O)NC(C(=O)NCc2ccccn2)C(C)C)CC1 (centres undefined)	-1	11	6	0	i
9	Cc1ccc(N(CC(=O)Nc2cc(C)cc(C)c2)S(=O)(=O)c2cccc3nonc23)cc1	3	-9	-1	-4	i
10	CCn1cc(C(=O)NP(=O)(Nc2ccc(C)cc2)Nc2ccc(C)cc2)c2ccccc21	-3	3	1	-1	i
11	CCn1c(SCC(=O)c2ccccc2)nnc1-c1cnccn1	4	-3	0	-5	i
12	COCCN1C[C@@H](CO)O[C@@H](n2cnc3c(N4CCOCC4)ncnc32)C1	-1	-4	1	-2	i
13	O=C(Nc1ccc2ccccc2c1)Nc1ccc2snnc2c1	-2	0	-16	-3	i
14	COC(=O)CN1CCN(C(=O)c2ccc(F)cc2)c2ccccc2C1	-2	-5	-6	-10	i
15	Cc1ccnc(SC2CC(=O)N(c3ccc(F)cc3)C2=O)n1 (centres undefined)	-2	3	-3	-1	i

item	FAS TE block	PABP1 MLLE inh	MsrA inh	CSN deneddyl inh
1	-3	-7	0.3	-5
2	-5	7	0.9	-3
3	8	-7	0.7	23
4	0	-2	-0.1	0
5	-5	-14	0.6	4
6	-3	13	2.7	1
7	-2	-9	0.3	0
8	-2	4	-0.7	-3
9	24	1	1.2	-7
10	-1	-11	-0.2	0
11	-8	5	-1.3	0
12	-7	12	0.5	-2
13	33	3	1.3	3
14	-10	1	-0.8	-1
15	-1	22	-0.4	-4

# Next section, starting with the last 2 of the part before.
item	compound	Rin1-Abl PPI inh	eLon inh	MT1-MMP act inh	bovine MsrA act	Rpn11 inh
14	COC(=O)CN1CCN(C(=O)c2ccc(F)cc2)c2ccccc2C1	-2	-5	-6	-10	i
15	Cc1ccnc(SC2CC(=O)N(c3ccc(F)cc3)C2=O)n1 (centres undefined)	-2	3	-3	-1	i
16	O=C(CSc1ncn(-c2ccccc2)n1)Nc1nccs1	3	-7	1	1	i
17	COCCNC(=S)N(c1ccccc1)C(C)C	3	-4	2	-8	i
18	N#CCCn1cc(CNC2CCC(O)CC2)c2ccccc21 (centres undefined)	-1	9	-3	-2	i
19	NC(=O)c1ccc(NS(=O)(=O)c2ccc(S(=O)(=O)N3CCCC3)cc2)cc1	-1	1	0	0	i
20	CC1CN(C(=O)c2ccccc2C(=O)c2ncc[nH]2)CC(C)O1 (centres undefined)	2	-9	1	-2	i
21	CC(C)c1ccc(NC(=O)CSc2nc(=O)[nH]c3c2CCCC3)cc1	0	18	5	-4	i
22	COc1ccc(Br)cc1/C=C/C(=O)Nc1c(C)cccc1C	1	1	-6	-4	i
23	Cc1ccc(NC(=O)/C(=C/c2cccc([N+](=O)[O-])c2)NC(=O)C2CCCCC2)c(C)c1	3	1	-7	1	i
24	CCN(CC)c1ccc(/C=C2\C(=O)N(c3nnc(C)c(=O)[nH]3)N=C2C)cc1	4	-43	33*	-2	+
25	CCN(C(=O)COC(=O)c1cc([N+](=O)[O-])ccc1N1CCOCC1)C1CCCCC1	1	-1	0	-3	i
26	O=C(NCc1ccccc1)c1ccc(-c2ccccc2C(F)(F)F)o1	2	-6	-1	-1	i
27	CN(C)c1ccc(NC(=O)c2cc3c(=O)n4ccccc4nc3n2C)cc1	-2	0	6	-1	i
28	CCOc1ccc(OCC)c(NC(=O)CNS(=O)(=O)c2cccs2)c1	3	0	-1	-2	i
29	N#CC1=C(N)N(c2ccc(F)cc2)C2=C(C1c1ccc(O)cc1)S(=O)(=O)CC2 (centres undefined)	1	-36	16	-3	nt
30	COC(=O)c1cc(NC(=O)CN(C)C2CCS(=O)(=O)C2)cc(C(=O)OC)c1 (centres undefined)	3	-8	9	-12	i

item	FAS TE block	PABP1 MLLE inh	MsrA inh	CSN deneddyl inh
14	-10	1	-0.8	-1
15	-1	22	-0.4	-4
16	-3	-113	1.1	8
17	-2	-13	0.3	-3
18	-1	7	0.1	0
19	-7	6	3.7	-4
20	-8	-3	2.5	2
21	4	-6	-0.1	-2
22	14	3	2.9	4
23	8	5	-0.8	1
24	-6	-146	3.7	10
25	86*	-22	2.7	3
26	16	-11	-0.2	3
27	-5	7	1.3	-3
28	-1	-4	0.2	-4
29	-4	-100	0.9	43*
30	-5	4	0.6	2

# Look-ups from the entries so far.
# compound 18 – FAS TE block: -1
# compound 27 – FAS TE block: -5

# (further entries)
item	compound	Rin1-Abl PPI inh	eLon inh	MT1-MMP act inh	bovine MsrA act	Rpn11 inh
31	O=C(O)c1cc(N2C(=O)C=CC2=O)cc(N2C(=O)C=CC2=O)c1	3	5	-2	-13	i
32	CS(=O)(=O)c1ccc(Cl)c(NC(=O)COC(=O)CNC(=O)c2ccc(Br)o2)c1	3	-3	0	0	i
33	COc1cccc(-n2cc3c(=O)n(C)c(=O)n(C)c3c2)c1	2	-13	-4	-3	i
34	Cc1nn2cc(-c3ccccc3)nc2s1	0	6	3	-1	i
35	C=CCOc1cccc(C2C(C(=O)c3ccco3)=C(O)C(=O)N2Cc2ccncc2)c1 (centres undefined)	2	3	3	-2	i
36	COC(=O)c1ccccc1NC(=O)N[C@@H](C)C(=O)OC	-3	16*	-1	-3	i
37	Cc1ccc(NS(=O)(=O)c2ccc3[nH]c(=O)[nH]c3c2)cc1	-4	6	0	-2	i
38	COc1ccc(-c2cc(C(F)(F)F)n3nc(C(=O)Nc4cc(C)on4)cc3n2)cc1OC	0	0	-15	-3	i
39	Cc1ccc(-c2cc(C(=O)NCc3ccco3)no2)cc1	1	-8	-1	1	i
40	COc1ccc(Br)cc1CN(C)C(=O)c1cc(Cl)c2c(c1)OCCO2	3	2	1	-1	i
41	CCc1cc2c(=O)n(-c3ccccc3)c(=S)[nH]c2s1	2	3	nt	-8	i
42	COC1CC(=O)C2OC(c3ccccc3)OCC2O1 (centres undefined)	4	-6	3	-3	i
43	COc1cc(C(=O)NCc2nnc(SCC(=O)NC3CCCC3)o2)cc(OC)c1OC	2	-4	4	-8	i
44	CCOc1ccccc1NS(=O)(=O)c1cccc2nsnc12	2	-9	-4	-6	i
45	O=[N+]([O-])c1ccc(Cl)c(S(=O)(=O)N2CCCCCC2)c1	1	-8	1	-1	i

item	FAS TE block	PABP1 MLLE inh	MsrA inh	CSN deneddyl inh
31	0	30	0.0	24
32	-2	-2	0.6	-2
33	-6	-8	-0.2	-9
34	-4	-15	-0.6	1
35	-8	0	-0.6	4
36	-6	-3	nt	-1
37	-3	4	1.3	2
38	0	-4	-0.4	3
39	-5	1	0.2	5
40	13	-2	0.3	1
41	-2	15	3.5	2
42	-3	-4	1.3	2
43	-4	-57	-0.1	5
44	2	-4	1.0	-3
45	6	5	nt	4

# 6 of the entries above in order of their number in MsrA inh, ascending:
No.	Structure	Rin1-Abl PPI inh	eLon inh	MT1-MMP act inh	bovine MsrA act	Rpn11 inh	PABP1 MLLE inh	MsrA inh	CSN deneddyl inh
34	Cc1nn2cc(-c3ccccc3)nc2s1	0	6	3	-1	i	-15	-0.6	1
38	COc1ccc(-c2cc(C(F)(F)F)n3nc(C(=O)Nc4cc(C)on4)cc3n2)cc1OC	0	0	-15	-3	i	-4	-0.4	3
39	Cc1ccc(-c2cc(C(=O)NCc3ccco3)no2)cc1	1	-8	-1	1	i	1	0.2	5
32	CS(=O)(=O)c1ccc(Cl)c(NC(=O)COC(=O)CNC(=O)c2ccc(Br)o2)c1	3	-3	0	0	i	-2	0.6	-2
37	Cc1ccc(NS(=O)(=O)c2ccc3[nH]c(=O)[nH]c3c2)cc1	-4	6	0	-2	i	4	1.3	2
41	CCc1cc2c(=O)n(-c3ccccc3)c(=S)[nH]c2s1	2	3	nt	-8	i	15	3.5	2

# Later entries.
item	compound	Rin1-Abl PPI inh	eLon inh	MT1-MMP act inh	bovine MsrA act	Rpn11 inh
46	COc1cc(OC)c(C2N(c3ccc(Cl)c(Cl)c3)C(=O)C3CCCN32)cc1OC (centres undefined)	2	-3	0	2	i
47	O=C(CN(C(=O)c1csnn1)c1ccc(F)c(Cl)c1)NCc1ccc(F)cc1	3	-8	0	-2	i
48	CC(C)(C)C1=CC(=O)C(N2CCOCC2)=CC1=O	2	-10	4	-8	i
49	COc1cc(OC)c(OC)cc1CNc1nnnn1C	-6	1	4	-5	i
50	Cc1cccc(C(=O)NC(C)C(c2cccs2)N2CCOCC2)c1 (centres undefined)	-2	4	1	-3	i
51	CC(C)c1ccc(NC(=O)CN2C(=O)NC3(CCCC3)C2=O)cc1	1	-9	5	-3	i
52	CCN[C@H]1C[C@H](C)S(=O)(=O)c2sc(S(N)(=O)=O)cc21	1	0	2	-5	i
53	Cc1ccc(NC(=O)COC(=O)C2CCN(c3ccc(C(F)(F)F)cn3)CC2)cc1C	3	5	2	-1	i
54	COc1ccccc1/C=N/NC(=O)CSc1cc(C)nc2ccccc12	0	-3	-6	0	i
55	CS(=O)(=O)N(CC(=O)N1CCCCCC1)c1cccc(Cl)c1Cl	0	1	2	-1	i
56	Cc1ccccc1NC(=O)OCc1cn(-c2ccc(Cl)cc2)nn1	-2	2	0	-4	i
57	CC(C)(C)c1ccccc1OCC(=O)NCCC(=O)O	-2	-13	0	-1	i
58	CC(C)C[C@H](NC(=O)c1nc[nH]c1C(=O)NC1CCNCC1)C(=O)OC(C)(C)C	0	-15	0	0	i

item	FAS TE block	PABP1 MLLE inh	MsrA inh	CSN deneddyl inh
46	-1	1	2.0	-2
47	0	5	-0.5	-3
48	-5	6	-1.2	2
49	-6	-1	-0.8	2
50	-3	-7	-1.1	-3
51	-2	-5	-0.4	-1
52	-4	0	0.9	-3
53	27	-6	-2.0	-2
54	1	2	0.9	-2
55	-6	15	-1.1	0
56	-10	-6	0.6	-5
57	-5	-4	-0.2	5
58	-12	-11	0.0	-3
